Compound activity as filed in PubChem BioAssay.
LDHA inh – LDHA (human) enzyme inhibition; P00338; purified LDHA, NADH/diaphorase-resazurin fluorescence; hits give low values; activity change, % (values are at about 110 or 230 µM); 480,000 tested, 0.15% active; in the data active = activity change below about -30%; inconclusive = mostly about -25% to -30%;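 note: plate controls were DMSO wells for no effect and wells without enzyme for full effect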
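Resorufin fluorescence (ex540/em590), read at 0 and 20 min after diaphorase/resazurin addition, reports the NADH left after a 5 min room-temperature reaction of 2 nM human LDH5 with 0.06 mM NADH and 0.2 mM pyruvate.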
Pol kappa inh – inhibitors of human DNA polymerase kappa | Q9UBT6 | purified Pol kappa, fluorescent DNA synthesis assay, 10 min | Potency, µM (top dose mostly 107 µM), for the others: at the top dose activity, negative = inhibition, actives largely listed as inhibitors | 400,000 tested, 0.53% active | AID 588579; note: potency is the fitted concentration of half-maximal effect; % is set by controls: 0 for no effect and ±100 for the full control effect
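Enzyme at 10 nM met test compounds for 15 min at room temperature. Substrate addition (50 nM final) began the reaction, which was monitored by fluorescence at 0 and 10 min.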
12-LOX inh – inhibitors of human 12S-lipoxygenase ALOX12 | P18054 | purified 12hLO, xylenol orange hydroperoxide absorbance | Potency, µM (titrated, usually from 108 µM), without a hit: at the top dose activity change, negative = inhibition, usual class: inhibitors | 580,000 tested, 1.1% active; note: potency is the fitted concentration of half-maximal effect; % is set by controls: 0 for no effect and ±100 for the full control effect
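Purified human 12hLO at 150 nM in 25 mM Hepes, 0.01% Triton X-100, pH 7.0, preincubated 15 min at room temperature with compound. Reaction started with 40 uM arachidonic acid, 30 min at room temperature. Hydroperoxide measured by Fe-xylenol orange, 573/405 nm absorbance ratio.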
Pol beta inh – blocks human DNA polymerase beta activity; P06746; Pol beta primer extension/strand displacement, fluorescence kinetic; Potency, µM (series often up to 114 µM), for the others: at the top dose activity change, negative = inhibition, hits mostly inhibitors; 340,000 tested, 1.3% active; AID 485314; note: potency is the fitted concentration of half-maximal effect; % is set by controls: 0 for no effect and ±100 for the full control effect
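Values derive from four-parameter Hill fits of normalized kinetic data: reads at 0 and 10 min following addition of 50 nM substrate to 10 nM Pol beta preincubated 15 min with compound.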
Apoferritin bind – candidate novel general anesthetic via apoferritin binding; Potency, µM (top dose mostly 77.5 µM), for inactives: top-dose activity change, negative = displacement, actives largely listed as inhibitors; 350,000 tested, 0.074% active; AID 485281; apoferritin/1-aminoanthracene competitive binding, fluorescence; P02791; note: potency is the fitted concentration of half-maximal effect; % is set by controls: 0 for no effect and ±100 for the full control effect; nearly all actives have a fitted effect of over 20% in size
Target sequence (P02791 2-175 limits assumed): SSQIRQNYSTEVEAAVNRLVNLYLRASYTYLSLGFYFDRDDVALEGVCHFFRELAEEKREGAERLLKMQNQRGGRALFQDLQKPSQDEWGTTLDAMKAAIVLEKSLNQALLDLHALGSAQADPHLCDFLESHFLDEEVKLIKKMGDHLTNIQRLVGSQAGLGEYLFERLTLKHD
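10 uM apoferritin + 50% sat. 1-AMA, PBS; cpd 10 min RT; Ex380/Em535 endpoint; normalized to free probe vs complex; 4-param Hill fit; propofol titration as pos. ctrl.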
ERG-DNA inh – blocks human ERG Ets domain binding to DNA | P11308 | Potency, µM (top dose mostly 76.9 µM), without a hit: top-dose FP activity, negative = inhibition, hits mostly inhibitors | fluorescence polarization, His-ERG Ets domain / labelled DNA | 370,000 tested, 0.028% active; active = well fitted inhibition curve with a large enough effect in the polarisation, with a control signal flat; inconclusive = small, poorly fitted or top-dose-only effect, or effect the other way, or a change in a side signal; inactive = no such curve, though single readings can be large or run the other way; the % refers to the polarisation;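 note: polarization taken with two DNA probes labelled with fluorescein and Texas red; potency is the fitted concentration of half-maximal effect; % of control where 0% means no effect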
Target sequence (P11308 whole entry, looked up, the tested form may be a part): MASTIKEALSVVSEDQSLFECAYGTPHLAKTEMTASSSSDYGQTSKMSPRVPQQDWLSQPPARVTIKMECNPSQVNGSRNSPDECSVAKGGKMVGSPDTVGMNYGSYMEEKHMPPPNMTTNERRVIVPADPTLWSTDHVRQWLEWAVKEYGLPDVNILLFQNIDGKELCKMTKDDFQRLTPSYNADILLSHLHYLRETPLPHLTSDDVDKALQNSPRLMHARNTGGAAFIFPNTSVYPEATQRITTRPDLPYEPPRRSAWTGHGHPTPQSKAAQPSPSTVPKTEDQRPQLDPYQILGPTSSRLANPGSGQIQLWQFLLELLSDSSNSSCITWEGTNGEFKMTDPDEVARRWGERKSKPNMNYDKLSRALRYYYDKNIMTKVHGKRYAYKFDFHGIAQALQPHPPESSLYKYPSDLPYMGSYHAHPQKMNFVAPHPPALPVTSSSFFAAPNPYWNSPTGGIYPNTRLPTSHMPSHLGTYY
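His-tagged ERG Ets domain (1 uM in the protein solution; 300mM KCl, 50mM Tris-HCl, 1mM EDTA, 1mM DTT, pH 7.5) received compound, then a probe mix of 5 nM fluorescein-DNA and 100nM Texas-615-DNA. Fluorescence polarization was read for both dyes.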
Pol eta inh – blocks human DNA polymerase eta activity | Q9Y253 | recombinant Pol eta, fluorescent DNA replication assay | Potency, µM (highest dose often 114 µM), for inactives: top-dose activity change, negative = inhibition, actives largely listed as inhibitors | 390,000 tested, 1.2% active; note: potency is the fitted concentration of half-maximal effect; % is set by controls: 0 for no effect and ±100 for the full control effect
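Fluorescent replication assay: 50 nM final substrate added after a 15 min room-temperature compound preincubation with 10 nM enzyme. Signal taken at 0 min and again at 10 min.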
RGS4 inhibitor – blocks human RGS4-accelerated GTP hydrolysis | Potency, µM (titrated, usually from 114 µM), for the others: at the highest dose activity change, negative = inhibition, most hits filed as inhibitors | 390,000 tested, 0.039% active | P49798 | Transcreener GDP fluorescence polarization, RGS4-accelerated GTP hydrolysis | AID 504845; note: potency is the fitted concentration of half-maximal effect; % is set by controls: 0 for no effect and ±100 for the full control effect; nearly all actives have a fitted effect of over 75% in size; some results filed as inactive show a strong effect at the top dose
Target sequence (P49798 whole entry, looked up): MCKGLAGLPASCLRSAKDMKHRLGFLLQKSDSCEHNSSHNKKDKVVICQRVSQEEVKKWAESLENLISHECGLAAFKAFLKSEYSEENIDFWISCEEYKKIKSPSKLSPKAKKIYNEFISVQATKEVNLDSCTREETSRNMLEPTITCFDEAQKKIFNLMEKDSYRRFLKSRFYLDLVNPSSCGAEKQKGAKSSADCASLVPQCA
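MLSMR compounds (23 nl, pin-transferred) preincubated 10 min at room temperature with a 500nM (2x) first reagent, then RGS4 at 900nM (2x) plus Transcreener GDP mix added; fluorescence polarization (620/688 nm) read before and after 90 min at 30 °C.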
APE1 inh – APE1 (human) endonuclease inhibition; 350,000 tested, 0.35% active; AID 2517; Potency, µM (titrated, usually from 65.8 µM), without a hit: at the highest dose activity change, negative = inhibition, most hits filed as inhibitors; recombinant APE1, TAMRA/BHQ-2 abasic DNA cleavage fluorescence;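 note: potency is the fitted concentration of half-maximal effect; plate controls were vehicle for no effect and reference inhibitor for full effect; nearly all actives have a fitted effect of over 55% in size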
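Substrate: short duplex with […] THF abasic site, 5'-TAMRA and 3'-BHQ-2, 50 nM final. APE1 at 0.75 nM, preincubated 15 min RT with compound. Fluorescence increase from first to third read measured activity.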
* hit, by the source's call; u = inconclusive; x = no result given; & = joins results of further samples; [ ] = remark or other dose. Unless noted, calls come from the whole dose curve; as a rule, active = well fitted curve in the direction sought with a large enough effect; inconclusive = small, poorly fitted or top-dose-only effect, or another doubt; inactive = no such curve, though single readings can be large; an effect the other way counts as inactive or inconclusive. Only part of the results is shown; the hit share may differ from the screen's.

SMILES	LDHA inh	Pol kappa inh	12-LOX inh	Pol beta inh	Apoferritin bind	ERG-DNA inh	Pol eta inh	RGS4 inhibitor	APE1 inh
Cc1cc(N/N=C/c2cccc(Cl)c2)nc(-n2nc(C)cc2C)n1	-2	0%	204%[activator]	-2%	5%	-11%	-2%	0%	1%
O=C(Cn1cnc2c(nnn2Cc2ccc(F)cc2)c1=O)NC1CCCC1	-2	7%	-12%	31%	59%[activator]	6%	5%	-19%	14%
Cc1ccc(C(=O)NCCSCc2ccc(Cl)cc2Cl)cc1[N+](=O)[O-]	0	-10%	-13%	-4%	-6%	3%	-25%	-13%	22%
Cc1cc(NC(=O)COC(=O)c2cccc(OCc3ccccc3)c2)no1	1	2%	u	42%	-7%	8%	-16%	8%	-1%
O=C(NCc1ccccn1)c1cccc(S(=O)(=O)Nc2ccc(F)cc2)c1	-4	-13%	-21%	x	x	-6%	-7%	5%	-20%
CCOC(=O)C1CCCN(Cc2ccc(O)c(OC)c2)C1 (centres undefined)	0	-10%	u	20%	-17%	-16%	7%	8%	13%
O=C(NCc1ccco1)C(=O)NCC1OCCN1S(=O)(=O)c1ccc(Br)cc1 (centres undefined)	-3	1%	-1%	26%	-7%	-6%	-16%	7%	16%
COc1ccc(S(=O)(=O)NCc2ccco2)c2ccccc12	16	-16%	-7%	22%	-20%	x	-9%	2%	-6%
CC(C)NC(=O)Cn1ncn2c(cc3cc(F)ccc32)c1=O	-9	-11%	-29%	-24%	5%	1%	-8%	-7%	x
CCN1CCCc2cc(CN(CCN3CCOCC3)C(=S)Nc3cccc(OC)c3)ccc21	2	-11%	2%	-20%	37%[activator]	-4%	-7%	32%	-4%
COc1cccc(/C=C/C(=O)N2CCN(S(=O)(=O)c3ccccc3)CC2)c1OC	-3	3%	-21%	0%	-12%	-6%	-16%	-4%	5%
COc1ccccc1CCNC(=O)C(=O)NCC1OCCN1S(=O)(=O)c1ccc(OC)c(OC)c1 (centres undefined)	6	-7%	-4%	27%	u	9%	-17%	21%	-11%
O=C(C[C@H]1C[C@H](C(=O)N2CCCCC2)[C@@]2(CCc3ccccc3)c3[nH]c4ccc(Cl)cc4c3CCN2C1=O)NCCN1CCOCC1	-14	-3%	x	x	x	-11%	-9%	-15%	-18%
Nc1ccc(C(=O)OCc2nc3cc4ccccc4cc3[nH]2)cc1	1	-3%	-3%	-6%	-1%	11%	-14%	5%	7%
CCOC(=O)c1noc2nc(C)n(CC(=O)NC(C)CC)c(=O)c12 (centres undefined)	1	-7%[60.1 µM]	-16%	0%	-4%	-1%	-12%	-7%	x
O=C(NCCc1nc(-c2ccccc2)no1)c1ccccc1	-6	-8%	0%	x	x	13%	-7%	5%	x
CC(c1ccccc1F)n1cc(C(=O)NCc2ccncc2)nn1 (centres undefined)	-10	-15%	25%	26%	-10%	1%	-5%	0%	8%
COc1cc(CN2CCCC(C)C2)ccc1OCc1ccccc1 (centres undefined)	-10	-7%	0%	32%	-16%	7%	-3%	9%	-1%
Cc1cc(NC(=O)CCC(=O)N(Cc2ccccc2)C(C(=O)NC2CCCC2)c2ccc(C)o2)no1 (centres undefined)	-4	-15%	-1%	5%	u	2%	-20%	0%	51%
O=C(CSc1ccc2ccccc2n1)Nc1ccc(N2CCOCC2)cc1	6	4%	-34%	8%	u	9%	-16%	-7%	1%
CC1=NN(c2ccc(C(=O)O)c(N)c2)C(=O)C1	12	89µM*	10%	10µM*	-2%	9%	22µM*	-48%	2µM*
C[C@H]1CN(S(=O)C(C)(C)C)[C@@H](CCO)/C1=C\CCO (some centres undefined)	-6	-10%	5%	x	x	-1%	-10%	8%	x
Cc1ccc([N+](=O)[O-])cc1NC(=S)NC(=O)c1cccs1	-7	-7%	-29%	20%	-6%	3%	-11%	-10%	-2%
Cc1cc(C)c(OCC(=O)Nc2nc3ccccc3[nH]2)c(C)c1	-1	-3%	34%[activator]	19%	1%	113%[activator]	-8%	18%	5%
O=C(O)C1=C[C@H](c2coc3ccccc3c2=O)C[C@H](OCc2ccc(CO)cc2)O1	5	11%	0%	15%	2%	-4%	-3%	-9%	-2%
CCOC(=O)c1ccc(NC(=O)c2ccc3c(c2)NC(=O)c2ccccc2S3)cc1	-3	2%	-30%	-21%	2%	-2%	-26%	-9%	x
Cc1cccc(OCC(=O)Nc2ccc3c4c(cccc24)CC3)c1C	0	10%	8%	-2%	-3%	-9%	-16%	-23%[11.4 µM]	4%
Cn1c(SCC(=O)Nc2ccc3nc(SCC(=O)NC4CC4)sc3c2)nnc1-c1ccccc1	-4	-6%	-2%	-1%	-5%	-4%	-7%	-14%	4%
NS(=O)(=O)c1ccc(CCNC(=O)CSCc2ccccc2)cc1	-7	-18%	-7%	41%	-7%	8%	-10%	3%[56.9 µM]	4%
CCC1CCC/C1=N\NC(=O)c1ccoc1C (centres undefined)	-5&-11	9%	2%&43%	4%	-5%	-11%	-10%	6%	-18%
CC1CCN(CC(=O)NNC(=O)c2cccc(Br)c2)CC1	0	5%	0%	7%	-6%	-2%	-6%	3%	-16%
Cc1ccccc1NC(=O)CCC(=O)OCCCC(F)(F)C(F)(F)F	-5	-6%	u	2%	u	1%	-12%	-22%	24%
CCOC(=O)c1c(NC(=O)C2CCCN(S(=O)(=O)c3ccc(C)cc3)C2)sc2c1CCCC2 (centres undefined)	-3	0%	-11%	6%	-5%	-2%	-13%	-10%	-8%
COc1ccc(S(=O)(=O)N2CCN(Cc3nc4ccc(C)cc4o3)CC2)cc1OC	0	-6%[60.1 µM]	-12%	-7%	0%	-1%	-10%	3%	x
Cn1c(=NC(=O)C2CCN(S(=O)(=O)c3cccs3)CC2)sc2ccccc21	-2&-1	-23%&-5%	0%&0%	31%	-11%	-5%&-9%	-14%&-5%	0%&1%	-1%
COc1c(NC(C)=O)c2ccccc2c2ccccc12	1	-5%	-10%	-15%	-5%	0%	7%	18%	9%
CC1(C)CC(=O)C(C=NCCN2CCNC2=O)=C(O)C1	-7	3%	-17%	26%	3%	18%	-7%	5%	13%
O=C1COc2ccc(C(=O)COC(=O)COc3ccccc3[N+](=O)[O-])cc2N1	1	2%	-7%	1%	-6%	-1%	-20%	-6%	1%
C=CCn1c(N)cc(=O)nc1SCC(=O)Nc1ccccc1C(N)=O	-7	-15%	4%	-15%	-5%	-4%	1%	-7%	-2%
CC(C)(C)NC(=O)/C=N/O	1	-2%	6%	-12%	16%	2%	-11%	15%	5%
CC(=O)Nc1sc(N/N=C/c2ccccc2)nc1-c1ccc(C)cc1	2	-12%	-17%	0%	-9%	-8%	-5%	5%	-5%
Cc1ccccc1NC(=O)COC(=O)c1ccc2nc(C)c(C)nc2c1	-2&-24	0%	-11%&2%	x	x	0%	0%	1%	-7%
COc1cccc(NC(=O)CSc2nc(N)cc(N)n2)c1	-2	-5%	0%[57.4 µM]	-27%	-5%	x	-1%	4%	11%
CC(=O)Nc1ccc(NC(=O)c2cc(-c3cc(C)c(C)cc3O)n[nH]2)cc1	-10	-8%	24%	11%	10%	8%	-13%	22%	-10%
O=C(NNC1=NCCCCC1)Nc1cccc(Cl)c1	-5	-10%	0%	32%	-2%	7%	-18%	-1%	-1%
CC(C)CN(CC(C)C)S(=O)(=O)N1CCC(C(=O)NCc2ccccn2)CC1	-6	-2%	3%	41%	-14%	x	-2%	-23%	1%
CC1CN(C(=O)CCNC(=O)c2ccc(Br)cc2)CC(C)O1 (centres undefined)	-6	0%	8%	x	x	-10%	-14%	3%	-3%
CCc1ccc(NC(=O)c2cccc(N3CCCS3(=O)=O)c2)cc1	-2	-11%	-28%	-1%	-15%	-7%	0%	-16%	x
CCOc1ccc(CCNC(=O)Cn2ncn3nc(-c4ccc(OC)cc4)cc3c2=O)cc1	-2	16%	-5%	19%	-6%	-4%	-14%	0%	33%
Cc1ccc(NC(=S)N(CCN2CCOCC2)Cc2ccccc2F)cc1	-3	5%	3%	20%	-11%	8%	-7%	16%	-4%
O=C1c2ccc3c4c(ccc(c24)C(=O)N1c1cccc(O)c1)C(=O)N(c1cccc(O)c1)C3=O	-9	5%	-7%	-14%	-4%	6%	-17%	19%	5%
COc1ccc(/C=C2\CCc3ccccc3C2=O)c(OC)c1OC	-3	-9%	u	8%	u	0%	4%	4%	8%
CCOc1ccc(CNC(=O)Cn2nc(C)n3cccc3c2=O)cc1	4	9%	-8%	1%	2%	2%	-9%	-8%	x
CCC(=O)Oc1ccc(-c2nc3ccccc3c(=O)o2)cc1	-6	0%	-20%	18%	2%	3%	15%	8%	x
O=C(Nc1cccnc1Cl)c1ccc(Cl)c([N+](=O)[O-])c1	-2	-6%	-7%	16%	5%	1%	-22%	-15%	2%
CCOC(=O)c1ccc(COC(=O)CCc2nc(-c3ccccc3)c(-c3ccccc3)o2)cc1	-4	-11%	-5%	-5%	8%	1%	-21%	7%	-1%
OC(c1ccc(Cl)cc1Cl)C(Cc1cccnc1)n1cncn1 (centres undefined)	-2	-9%	-22%	-2%	-13%	4%	-15%	1%	-3%
